AMA1 RON2 block: disrupts binding of P. falciparum AMA1 to RON2. Potency, µM (doses to about 58.2 µM), for inactives: at the highest dose activity change, negative = inhibition, actives largely listed as inhibitors. AlphaScreen AMA1-biotinylated RON2 peptide binding. 360,000 compounds, 0.2% hits;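 further: potency means the concentration at half of the fitted maximal effect; 0% = vehicle wells and -100% = peptide control; nearly all actives have a fitted effect of over 45% in size; some results filed as inactive show a strong effect at the top dose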
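AMA1 (3D7) with his tag at 25 nM final met compounds first, then biotinylated RON2 peptide at 25 nM; detection used donor plus acceptor beads, 10 µg/mL apiece, read by AlphaScreen after 30 min at room temperature.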
AmpC no deterg: blocks E. coli AmpC beta-lactamase in detergent-free assay; 330,000 compounds, 0.52% hits; AmpC nitrocefin hydrolysis, absorbance 480 nm, 0.0001% Triton; P00811; Potency, µM (doses to about 57.1 µM), inactives show at the top dose activity change, negative = inhibition, actives largely listed as inhibitors;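 further: potency means the concentration at half of the fitted maximal effect; plate controls were no compound for no effect and no enzyme for full effect; nearly all actives have a fitted effect of over 20% in size; some results filed as inactive show a strong effect at the top dose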
Target sequence (P00811 whole entry, looked up): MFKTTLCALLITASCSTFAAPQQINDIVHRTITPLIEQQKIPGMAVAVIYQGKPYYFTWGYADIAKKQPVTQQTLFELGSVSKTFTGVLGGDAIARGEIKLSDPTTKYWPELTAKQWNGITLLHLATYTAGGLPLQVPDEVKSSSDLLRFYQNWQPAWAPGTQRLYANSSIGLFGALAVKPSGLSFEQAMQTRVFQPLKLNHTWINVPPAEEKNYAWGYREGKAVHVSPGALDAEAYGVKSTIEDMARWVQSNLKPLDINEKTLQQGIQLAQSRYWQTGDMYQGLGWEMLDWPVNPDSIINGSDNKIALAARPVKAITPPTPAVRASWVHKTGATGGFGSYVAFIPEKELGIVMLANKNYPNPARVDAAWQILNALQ
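20 mM phosphate pH 7.0 + 0.01% (detergent screen) or 0.0001% Triton X-100; 5.3 nM AmpC reagent; cpd preinc 15 min RT; nitrocefin (800 uM stock) to start; A480 q20 s × 4 min; Activity was normalised to no-enzyme and no-compound control wells.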
Shiga inhibitor: Shiga toxin inhibition. Vero cells, Shiga toxin protein synthesis inhibition reporter. inhibition, % at 38.7 µM. 290,000 compounds, 9.2% hits; in the data active means inhibition mostly above about 28%, no sharp cut-off; inactive means mostly below about 43%; further: 0% is about no effect
CHX counter: counter-screen hit for Shiga toxin inhibitors, cycloheximide. cell reporter, cycloheximide protein synthesis inhibition counterscreen. 300,000 compounds, 12% hits. max response, %; in the data active means max response mostly above about 13%, no sharp cut-off; inactive means mostly below about 14%; further: read at 38.3 µM for the half of the compounds with a filed dose; 0% is about no effect
AmpC detergent: blocks E. coli AmpC beta-lactamase in detergent assay. Potency, µM (doses to about 114 µM), without a hit: at the top dose activity change, negative = inhibition, hits mostly inhibitors. P00811. AmpC hydrolysis of nitrocefin, absorbance 480 nm, 0.01% Triton. 370,000 compounds, 0.041% hits;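 further: potency means the concentration at half of the fitted maximal effect; 0% = no-compound wells and -100% = no-enzyme wells; nearly all actives have a fitted effect of over 25% in size; some results filed as inactive show a strong effect at the top dose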
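20 mM phosphate pH 7.0 + 0.01% (detergent screen) or 0.0001% Triton X-100; 5.3 nM AmpC reagent; cpd preinc 15 min RT; nitrocefin (800 uM stock) to start; A480 q20 s × 4 min; Activity was normalised to no-enzyme and no-compound control wells.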
HCMV inh: human cytomegalovirus inhibition | HFF cells, HCMV-luciferase reporter, 72 h; active compounds read low | activity change, negative = inhibition, % at 57.5 µM | 410,000 compounds, 4.5% hits | AID 1259415; in the data active means activity change below about -60%; inconclusive means no clear call, values can overlap the other calls; inactive means above about -39%; further: on the % scale 0 is the no-effect control and ±100 the full control effect
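Compounds were evaluated in HFFs infected with an HCMV luciferase reporter virus (MOI 1 PFU/cell). Luciferase in lysates collected 72 h post infection served as the replication measure.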
FBPA Giardia inh: Giardia lamblia aldolase inhibition | A8B2U2 | purified Giardia FBPA | Potency, µM (highest dose often 59.6 µM), for the others: top-dose activity, negative = inhibition, most hits filed as inhibitors | 290,000 compounds, 0.71% hits; further: potency means the concentration at half of the fitted maximal effect; on the % scale 0 is the no-effect control and ±100 the full control effect; nearly all actives have a fitted effect of over 55% in size
Target sequence (A8B2U2 whole entry, looked up): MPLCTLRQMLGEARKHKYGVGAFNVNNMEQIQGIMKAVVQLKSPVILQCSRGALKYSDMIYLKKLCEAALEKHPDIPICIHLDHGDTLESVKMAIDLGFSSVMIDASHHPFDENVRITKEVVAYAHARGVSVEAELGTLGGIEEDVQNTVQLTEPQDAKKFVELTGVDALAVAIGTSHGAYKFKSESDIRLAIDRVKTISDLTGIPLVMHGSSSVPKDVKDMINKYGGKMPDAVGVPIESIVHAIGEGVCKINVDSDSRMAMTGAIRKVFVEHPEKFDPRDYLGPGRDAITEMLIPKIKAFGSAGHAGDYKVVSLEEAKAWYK
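Giardia FBPA (40 nM reagent) was preincubated 10 min at RT with compound (up to 57.5 uM final), then substrate plus GAPDH/TPI/NAD/arsenate coupling system with diaphorase/resazurin was added; resorufin fluorescence (525/598 nm) was read after 20 min.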
Numbers without * were called inactive; ? = inconclusive; . = not tested or not shown; & = joins results of further samples; [ ] = remark or other dose. Unless noted, the call rests on the fitted dose curve; in most records, active means well fitted curve in the direction sought with a large enough effect; inconclusive means small, poorly fitted or top-dose-only effect, or another doubt; inactive means no such curve, though single readings can be large; an effect the other way counts as inactive or inconclusive.

SMILES	AMA1 RON2 block	AmpC no deterg	Shiga inhibitor	CHX counter	AmpC detergent	HCMV inh	FBPA Giardia inh
CCOC(=O)c1nc(NCCc2ccccc2)sc1C	?	-23%	133*	53*	-10%	42	3%
O=C1Nc2ccc([N+](=O)[O-])cc2OC1CCN1CCN(c2ccccc2)CC1 (stereo unspecified)	2%	31%	-1	-1	10%	?	-6%
CC(C)=CC1C=C(C)C(C)C2C(=O)NNC(=O)C12 (stereo unspecified)	0%	3%	20	3	9%	2	7%
CCc1ccc(NC(=O)CS(=O)CC(=O)Nc2ccc(N3CCOCC3)cc2)cc1 (stereo unspecified)	-5%	-1%	-14	-3	?	?	3%
COc1ccc(C2CC(Cn3cc(C#N)c(=O)n(C)c3=O)ON2C)cc1 (stereo unspecified)	-2%	-18%	7	7	-6%	-9	3%
O=C(Nc1nnc(-c2cc(Cl)ccc2Cl)o1)C1=COCCO1	144%[activator]	-10%	.	.	-11%	-10	.
Cc1cccc(NC(=O)CCS(=O)(=O)c2ccccc2)n1	12%	-10%	54*	24	2%	-27	10%
COc1ccc(CCNC(=O)CSc2nnc(Cn3c(=O)sc4ccccc43)n2C)cc1OC	7%	-5%	59	3	3%	37	3%
C/C(=C\C(=O)C(F)(F)F)Nc1ccc(C(F)(F)F)cc1	5%	-19%	-9	-2	-11%	?	-1%
Cc1ccc2cc(C3C(C#N)=C(N)Oc4c3ccc3cccnc43)c(=O)[nH]c2c1 (stereo unspecified)	-1%	-25%	-3	8	-3%	-103*	?
CC1CCCC(N2CCN(S(=O)(=O)c3ccccc3)CC2)C1 (stereo unspecified)	-23%	-14%	-12	-1	-13%	-38	?
CSCCC(Nc1nc2ccccc2s1)C(=O)O (stereo unspecified)	-12%	-11%	-4	-2	?	-14	-5%
Cc1ccc(O)c(C(=O)c2cnc3c(c2)CN(CCC(C)C)C(=O)N3)c1	-3%	-28%	-3	-2	-9%	26	1%
Cc1cc(C)nc(NS(=O)(=O)c2ccc(-n3cccc3)cc2)n1	-7%	-14%	-5	-5	?	1	7%
Cc1ccccc1Nc1c(N)c(=O)oc2ccccc12	-2%	0.32µM*	-7	0	2%	-20	-1%

The final two entries of the part before open the next one:
SMILES	AMA1 RON2 block	AmpC no deterg	Shiga inhibitor	CHX counter	AmpC detergent	HCMV inh	FBPA Giardia inh
Cc1cc(C)nc(NS(=O)(=O)c2ccc(-n3cccc3)cc2)n1	-7%	-14%	-5	-5	?	1	7%
Cc1ccccc1Nc1c(N)c(=O)oc2ccccc12	-2%	0.32µM*	-7	0	2%	-20	-1%
Cc1cccc2c1N(CCCOc1ccccc1)C(=O)C2=O	-27%	-27%	1	-3	-5%	12	-15%
COc1cccc2sc(N3CCN(c4nc5ccccc5s4)CC3)nc12	20%	-16%	-15	2	-3%	-24	-1%
c1ccc(-c2csc(Nc3nc(N4CCOCC4)nc(N4CCOCC4)n3)n2)cc1	-5%	-10%	-21	2	?	-15	-5%
O=C(NCc1ccc2c(c1)OCO2)C(=O)Nc1ccccc1	0%	-7%	90*	22*	-3%	55	7%
CCCCOC(=O)C1[C@H]2C(=O)N(CCc3ccccc3)C[C@]23C=C[C@H]1O3 (stereo partly specified)	-10%	25%	1	-2	-20%	-17	1%
CCN(CC)c1ccc(NC(=O)c2ccccc2F)cc1S(=O)(=O)Nc1ccccc1OC	-4%	-37%	11	-1	-10%	-18	-3%
O=C(CCC1CCN(C(=O)c2cccc(Cl)c2F)CC1)Nc1ccccc1	17%	46%	-32	3	-2%	0	.
O=C(O)C1C2C=CC(O2)C1C(=O)NCCC1=CCCCC1 (stereo unspecified)	2%	63%[activator]	1	3	5%	.	-3%
CCSc1nc2ccccc2[nH]1	11%&-2%	-5%&-38%	8&-19	4&5	0%&-1%	0&37	-7%&5%
CSC1=N/C(=C/c2cccnc2)C(=O)N1Cc1ccc(Cl)cc1	75%[activator]	-26%	-12	44*	5%	-16	1%
NS(=O)(=O)c1ccc(NC(=O)COC(=O)C2CC2)cc1	-1%	-6%	.	.	.	-34	.
CCCCNC(=O)C(=O)NCCCn1ccnc1	-3%	-15%	-3	-1	-12%	4	-1%
C=CCn1c(SCC(=O)Nc2ncc(Cc3ccc(Br)cc3)s2)nnc1-c1ccncc1	8%	18%	16	1	-7%	19	11%
Nc1ccn(Cc2cccc(F)c2)n1	-1%	-2%	11	-5	8%	28	-1%
Cc1cc(Cl)ccc1C1=CC(=O)C[C@H](c2ccc(F)cc2)C1	21%	-16%	.	.	2%	38	.

Molecules from the list above with fluorine, in the order listed:
SMILES	AMA1 RON2 block	AmpC no deterg	Shiga inhibitor	CHX counter	AmpC detergent	HCMV inh	FBPA Giardia inh
C/C(=C\C(=O)C(F)(F)F)Nc1ccc(C(F)(F)F)cc1	5%	-19%	-9	-2	-11%	?	-1%
CCN(CC)c1ccc(NC(=O)c2ccccc2F)cc1S(=O)(=O)Nc1ccccc1OC	-4%	-37%	11	-1	-10%	-18	-3%
O=C(CCC1CCN(C(=O)c2cccc(Cl)c2F)CC1)Nc1ccccc1	17%	46%	-32	3	-2%	0	.
Nc1ccn(Cc2cccc(F)c2)n1	-1%	-2%	11	-5	8%	28	-1%
Cc1cc(Cl)ccc1C1=CC(=O)C[C@H](c2ccc(F)cc2)C1	21%	-16%	.	.	2%	38	.

(further entries)
SMILES	AMA1 RON2 block	AmpC no deterg	Shiga inhibitor	CHX counter	AmpC detergent	HCMV inh	FBPA Giardia inh
CCOC(=O)c1ccc(CSc2n[nH]c(C)n2)o1	0%	-1%	49	5	-2%	10	-13%
Cc1n[nH]c(C)c1S(=O)(=O)N1CCC(C(=O)Nc2cccc(F)c2)CC1	9%	-7%	-11	6	?	-2	-2%
O=C(Nc1ccc(-c2nc3ccccc3o2)cc1)C1CCCO1 (stereo unspecified)	-1%	23%	73*	37*	-12%	57	2%
CC(=O)N1CCc2cc(S(=O)(=O)NC(CC(C)C)C(=O)N3CCc4ccccc4C3)ccc21 (stereo unspecified)	18%	100%[activator]	-4	-3	?	-2	11%
CN(C)/N=C/c1c(O)ccc2ccccc12	-20%	-20%	2	11	0%	-11	-6%
COc1ccc(Nc2nc(-c3ccccc3)nc3ccccc23)cc1S(=O)(=O)N1CCOCC1	5%	72%[activator]	-2	1	-6%	-60*	-11%
COc1ccc(N2C(=O)CCC(C(=O)O)C2c2ccc(F)cc2)cc1 (stereo unspecified)	-12%	-8%	-15	-3	4%	-16	0%
Cc1[nH]c(C)c(S(=O)(=O)NCCc2ccccc2)c1C(=O)N1CCCC1	3%	0%	21	9	-15%	-19	15%
CCN(C(=O)CN1CCN(c2cccc(Cl)c2)CC1)c1c(N)n(Cc2ccccc2)c(=O)[nH]c1=O	11%	26%	-10	-1	-3%	-11	2%
O=C(c1cccnc1)N1CCN(C(=O)c2ccco2)CC1	-4%	-10%	7	1	?	-3	0%
C=CCN(c1ccc(Cl)cc1)S(=O)(=O)c1cccc(C(=O)O)c1	?	-19%	-10	-2	?	-3	?
O=C(CNC(=O)c1ccc(Br)o1)OCc1ccc(Br)cc1	0%	-32%	.	.	2%	38	.
CCOC(=O)Cc1csc(SCn2nnc3ccccc3c2=O)n1	-5%	-7%	6	9	-8%	-8	-10%
COc1ccccc1OCCn1c(=O)sc2ccccc21	6%	-39%	13	8	-9%	-14	-3%
Cc1cc(C)n(C(=O)c2cc([N+](=O)[O-])cc([N+](=O)[O-])c2)n1	-8%	-11%	13	-4	5%	23	8%
CN1CCN(C(=S)NC(CC(=O)c2ccccc2)c2ccccc2)CC1 (stereo unspecified)	0%	48%	-9	-3	8%	6	2%
CCc1ccc([C@@H]2CC=C(C(=O)O)[C@H](c3ccc(Br)cc3)N2S(=O)(=O)c2ccc(C)cc2)cc1	-4%	-7%	.	.	.	-15	.
CCOc1cc(-c2nc(-c3ccc(OC)cc3)no2)cc(OCC)c1OCC	11%	-25%	29	-3	?	-28	2%
Cc1ccccc1N=C1NC(=O)C(CO)(CO)S1	6%	-8%	-14	-3	-10%	2	?
Cc1ccc(OCCNC(=O)/C=C/c2ccccc2)cc1	6%	-29%	14	2	?	16	3%
O=C(C1CCC(CNc2c(N3CCOCC3)c(=O)c2=O)CC1)N1CCN(c2ccccc2)CC1 (stereo unspecified)	-3%	-1%	-15	-4	-11%	12	6%
O=C(O)c1sccc1Oc1ccc(NS(=O)(=O)c2ccc(Cl)cc2)cc1	-6%	-28%	-8	-5	?	19	8%
CC1(C)C(Cl)C(=O)C(C(=O)c2ccccc2)C(=O)C1Cl (stereo unspecified)	-1%	-8%	-32	-3	-4%	26	-9%
Cc1cccc([N+](=O)[O-])c1NC(=O)COC(=O)C1CC2CCCC(C1)C2=O (stereo unspecified)	-9%	-9%	.	.	-11%	-7	.
CCCCN1C(=O)C(=O)N(CC(=O)Nc2cc(Cl)ccc2OC)C1=O	-1%	-14%	.	.	-20%	-6	.
CCOc1ccc(NC(=O)C2CC(=O)N(CCc3ccc(OC)c(OC)c3)C2)cc1OCC (stereo unspecified)	13%	84%[activator]	.	.	-9%	0	.
CC1CN(C2CC(C)(C)NC(C)(C)C2)CCC1=O (stereo unspecified)	5%	-21%	-4	-2	-5%	23	1%
Cc1ccc(S(=O)(=O)N2CCN(c3nc(C)nc4sc(C)c(C)c34)CC2)cc1	.	-14%	-5	4	-5%	.	-1%
CCN(CC)c1cccc(OCC(=O)N2c3ccccc3CC2C)c1 (stereo unspecified)	-24%	-14%	.	.	-11%	-77*	.
COc1ccc(C(=O)Nc2ccc(OCC(=O)N3CCOCC3)cc2)c(OC)c1OC	3%	40%	16	21*	4%	57	2%
COc1cccc(C(=O)NCC(=O)OCC(=O)c2ccccc2)c1	3%	-34%	83*	29*	-6%	28	3%
COc1cc(NC(=O)CCCOc2ccc(Cl)cc2Cl)c(C(=O)O)cc1OC	-6%	-30%	-6	-2	1%	?	15%
COc1cccc(-c2nc(CS(=O)(=O)CC(=O)NC3CCCc4ccccc43)c(C)o2)c1 (stereo unspecified)	15%	8%	31	7	-13%	?	-11%
CNCC(O)c1ccc(O)cc1 (stereo unspecified)	14%	-3%	35	-1	?	-14	-8%&-2%
Cc1ccc(SCC(=O)Nc2ccc(-c3nnc(-c4ccco4)o3)cc2)cc1	-17%	4%	43*	16*	-8%	32	-4%
CCN1CC2([N+](=O)[O-])CC=C(Cl)C([N+](=O)[O-])(C1)C2 (stereo unspecified)	?	-36%	-10	-1	-1%	-23	0%
Cc1nc2ccc(NC(=O)c3ccc(=O)[nH]c3)cc2s1	-10%	18%	19	-6	-4%	-9	6%
COc1ccc(N2C(=O)/C(=C/c3ccc(N(C)C)o3)C(=O)NC2=S)cc1	37%[activator]	-7%	-7	-2	-17%	-39	-14%
O=c1[nH]c2ccccc2nc1/C=C(\O)c1cccs1	-6%	-7%	109*	42*	-7%	100	15%
CC(C)(C)C(=O)COc1ccccc1[N+](=O)[O-]	-5%	-9%	-6	-3	-3%	?	1%
C/C(CC(=O)Nc1cccc(F)c1)=N\NC(=O)c1ccncc1	8%	133%[activator]	28	10	?	-29	-13%
COc1cccc(CC(=O)NCCCSc2ccccc2)c1	6%	-6%	14	1	5%	27	6%
